TNAP act hi DEA – TNAP activators at high phosphate acceptor level, primary screen, biochemical, luminescence, uHTS; purified TNAP, CDP-star luminescence, 1 M DEA, 30 min; stronger effect = higher value; 0 = EDTA background, 1 = DMSO-only activity; activation factor at 20 µM; 200,000 tested, under 10 active; AID 1136, 2008;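 active = activation factor at least 2 at 20 µM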
Target sequence (P05186 whole entry, looked up): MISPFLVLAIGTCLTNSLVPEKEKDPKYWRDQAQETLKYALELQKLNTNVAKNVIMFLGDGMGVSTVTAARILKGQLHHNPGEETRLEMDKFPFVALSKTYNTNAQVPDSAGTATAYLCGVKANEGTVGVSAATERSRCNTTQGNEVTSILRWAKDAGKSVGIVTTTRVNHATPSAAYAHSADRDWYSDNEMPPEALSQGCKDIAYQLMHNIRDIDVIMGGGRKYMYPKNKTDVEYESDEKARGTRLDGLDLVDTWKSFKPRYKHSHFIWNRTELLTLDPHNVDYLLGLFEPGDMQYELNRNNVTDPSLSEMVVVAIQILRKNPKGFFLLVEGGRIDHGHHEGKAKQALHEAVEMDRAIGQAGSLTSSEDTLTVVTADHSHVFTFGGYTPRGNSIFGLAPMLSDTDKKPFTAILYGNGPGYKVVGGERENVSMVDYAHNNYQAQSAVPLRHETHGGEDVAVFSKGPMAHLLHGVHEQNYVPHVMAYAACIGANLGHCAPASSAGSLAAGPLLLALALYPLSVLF
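Control set: EDTA negative control, DMSO positive control / Assay system: human TNAP / Quantity: TNAP 1/800 final / Evaluation: TNAP activation factor scaled between EDTA and DMSO control wells / Measured by: luminescent substrate turnover signal / Compound dosing: one dose, 20 µM / Times: 30 min enzyme reaction at room temperature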
bIAP inh – bovine intestinal alkaline phosphatase inhibitors, primary screen, selectivity assay for TNAP inhibitor project, biochemical, bovine IAP, CDP-star luminescence; purified bovine IAP, 30 min; 190,000 tested, under 10 active; alkaline phosphatase, intestinal [Bos taurus]; AID 1019, 2008; inhibition, % at 20 µM;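 active = over 50% inhibition of intestinal alkaline phosphatase at 20 µM in the single-dose screen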
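Assay system: bovine IAP enzyme; medium: DEA buffer 100 mM, pH 9.8, with MgCl2 1.0 mM, ZnCl2 0.02 mM; doses: 20 µM single dose; incubation: enzyme reaction for 30 min at room temperature; detection: CDP-star luminescence signal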
bIAP activator – bovine intestinal alkaline phosphatase activators, primary screen, biochemical, bovine IAP, CDP-star luminescence; alkaline phosphatase, intestinal [Bos taurus]; purified bovine IAP, 30 min; stronger effect = higher value; fold of DMSO-control signal, blank-subtracted; activation factor at 20 µM; 200,000 compounds, 0.17% hits; AID 1016, 2008;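 active = activation factor of 2 or more at 20 µM, a signal rise over negative controls twice the positive control's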
PMI act satM6P – human PMI activators, high substrate, primary screen, biochemical, fluorescence intensity, near-saturating mannose 6-phosphate; Mannose-6-phosphate isomerase (Homo sapiens), P34949; coupled PMI enzyme assay, resazurin fluorescence, 20 min; stronger effect = higher value; 1 = untreated enzyme, 0 = substrate-free blank; activation factor at 20 µM; 190,000 compounds, 0.34% hits;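 active = activation factor of 2 or more at 20 µM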
Target sequence (P34949 whole entry, looked up): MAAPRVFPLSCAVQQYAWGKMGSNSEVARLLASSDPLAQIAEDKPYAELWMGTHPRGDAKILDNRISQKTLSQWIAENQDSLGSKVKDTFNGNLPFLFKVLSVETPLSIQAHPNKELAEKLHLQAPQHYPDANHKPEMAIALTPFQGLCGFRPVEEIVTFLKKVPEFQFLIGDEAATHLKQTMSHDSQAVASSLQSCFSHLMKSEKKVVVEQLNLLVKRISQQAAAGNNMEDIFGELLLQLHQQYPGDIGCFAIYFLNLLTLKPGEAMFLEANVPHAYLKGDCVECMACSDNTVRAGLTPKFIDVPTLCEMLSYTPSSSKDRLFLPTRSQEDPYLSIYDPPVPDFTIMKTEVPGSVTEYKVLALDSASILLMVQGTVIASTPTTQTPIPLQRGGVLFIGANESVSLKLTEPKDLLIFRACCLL
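Test system: human phosphomannose isomerase with PGI, G6PDH, diaphorase coupling enzymes; Amount: PMI at 15 ng/mL final; Reagent: Mannose-6-phosphate 1.0 mM (near-saturating) plus 0.22 mM NADP+; Timing: 20 min, room temperature; Technique: resorufin fluorescence at Ex 544/Em 590 nm; Dosing: 20 µM single dose.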
TNAP inh hi DEA – human TNAP enzyme inhibitors, primary screen, biochemical, luminescent, high phosphate acceptor level, uHTS; Alkaline phosphatase, tissue-nonspecific isozyme (Homo sapiens), P05186; purified TNAP, CDP-star luminescence, 1 M DEA; inhibition, % at 20 µM; 200,000 compounds, 0.03% hits;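 active = over 50% inhibition of tissue-nonspecific alkaline phosphatase at 20 µM in the single-dose screen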;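 also: plate controls were DMSO wells for no effect and EDTA-quenched wells as full inhibition for full effect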
Diaphorase inh – diaphorase inhibitors and chemical oxidizers, primary screen, counter-screen for diaphorase-coupled primary assays, biochemical, uHTS, resorufin fluorescence. 190,000 compounds, 0.69% hits. inhibition, % at 20 µM. diaphorase resazurin-to-resorufin fluorescence, NADH, 16 min; bacterial (C. kluyveri) enzyme, not human;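 active = primary screen inhibition at 20 µM above a set limit, cut at about 50% in these data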;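 also: plate controls were DMSO with full reaction for no effect and wells lacking NADH for full effect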
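System: Diaphorase enzyme from Clostridium kluyveri | Amount: Enzyme working solution with 0.14 U/mL diaphorase | Benchmarks: No-NADH positive control and DMSO neutral control | Signal: Fluorescence of resorufin formed from resazurin, Ex 544/Em 590 nm | Schedule: 16-min room-temperature incubation before reading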
Lmaj promast – Leishmania major promastigote growth inhibition, primary screen; inhibition, % at 10 µM; AID 1063, 2008; 200,000 compounds, 9% hits; Leishmania major promastigotes, resazurin fluorescence viability; in the data active = inhibition above about 50%;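 also: promastigotes grown with compound for 44 hours at 28 °C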
Diaphorase act – compounds boosting diaphorase resazurin reduction – biochemical, uHTS, resorufin fluorescence, counter-screen for diaphorase-coupled primary assays, primary screen | Diaphorase/resazurin coupled assay, 16 min; stronger effect = higher value; 1 = vehicle wells, 0 = NADH-free wells | 190,000 compounds, 0.005% hits | activation factor at 20 µM;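 active = diaphorase activity raised at least twofold by the compound at 20 µM; inactive = activation factor below 2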
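Material: purified diaphorase enzyme from Clostridium kluyveri; Also added: 0.114 mM NADH and 0.1 mM resazurin, final amounts; Doses: single compound dose of 20 µM, 1% DMSO final; Times: 16 min enzyme reaction, ambient temperature; Detection: resorufin fluorescence, excitation 544 nm, emission 590 nm; Measure: increased resorufin signal from activators or reducing compounds.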
PMI act – activators of human PMI, primary screen, biochemical, fluorescence intensity, near-Km mannose 6-phosphate | Mannose-6-phosphate isomerase (Homo sapiens), P34949 | purified human PMI, coupled resazurin fluorescence, 20 min; stronger effect = higher value; 1 = vehicle control, 0 substrate-free wells | activation factor at 20 µM | 190,000 compounds, 0.005% hits;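 active = activation factor of 2 or more at 20 µM, relative to plate controls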
TNAP inh noacc – human TNAP enzyme inhibitors, primary screen, biochemical, luminescent, no phosphate acceptor, uHTS. 200,000 compounds, 0.26% hits. inhibition, % at 20 µM. Alkaline phosphatase, tissue-nonspecific isozyme (Homo sapiens), P05186. purified TNAP, CDP-star luminescence, 30 min. AID 1012, 2008;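 active = tissue-nonspecific alkaline phosphatase inhibition above about 50% at 20 µM in the single-dose screen, limit read from the data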;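 also: 0% = DMSO negative control and 100% = EDTA positive control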
Numbers without * were called inactive; nt = no result given. No enrichment for hits (roughly 10% active in at least one column).

SMILES	TNAP act hi DEA	bIAP inh	bIAP activator	PMI act satM6P	TNAP inh hi DEA	Diaphorase inh	Lmaj promast	Diaphorase act	PMI act	TNAP inh noacc
C=CCc1cc(C)ccc1OCCCC(C(=O)OCC)C(=O)OCC	1	40	0.6	0.9	-4	23	-5	0.8	0.9	-22
CCOC(=O)N1CCC(N(CCN(C)C)C(=S)Nc2ccccc2Cl)CC1	1	4	1	1	-1	10	-4	0.9	1	-12
Cc1ccc(C(=O)OCc2cc3ccccc3[nH]c2=O)cc1	1.1	4	1	1	-8	1	-1	1	1.1	1
Cc1ccc(CNC(=O)Cn2cnc3cc([N+](=O)[O-])ccc3c2=O)cc1	1	-7	1.1	1	5	-2	10	1	1	2
Cc1ccc(S(=O)(=O)N2CCC(=O)N(CCOCc3cccc(F)c3)CC2)cc1	1	20	0.8	0.9	3	14	-4	0.9	0.9	-1
O=C1c2ccccc2OCOc2ccccc21	1.1	8	0.9	1	-11	14	-2	0.9	1	-14
CCOc1cc(/C=C\[N+](=O)[O-])ccc1OCC(=O)N1CCOCC1	1	-15	1.2	0.8	0	9	11	0.9	1	0
O=S1(=O)CCC(NC(=S)NC2CCS(=O)(=O)C2)C1 (configuration not stated)	1	20	0.8	1.1	-1	-4	-2	1	1	-5
O=C1OCC(c2ccccc2)=C1c1ccc(S(=O)(=O)N2CCOCC2)s1	1.1	5	1	2*	-12	26	-4	0.7	1.3	-159
O=C(CC1C(=O)NCCN1Cc1ccoc1)NCCc1ccc(Cl)cc1 (configuration not stated)	1	-14	1.1	0.9	-4	10	-6	0.9	0.9	-9
Cc1ccc(-n2nc(-c3ccco3)cc2C(=O)O)c(C)c1	1	1	1	1.1	2	25	-8	0.8	1.1	-12
O=C(/C=C/c1ccc(Cl)cc1Cl)c1cccnc1	1	9	0.9	1.1	-1	-7	100*	1.1	1.1	-9
O=C(c1ccc(F)cc1)N1CCN(c2cc(=O)[nH]nc2-c2ccccc2)CC1	1	1	1	1	-3	15	-9	0.9	1	-9
COc1cc(OC)cc(C(=O)Nc2ccc(S(=O)(=O)Nc3nc(C)cc(C)n3)cc2)c1	1	-30	1.3	0.9	-4	0	-5	1	0.9	-4
Nc1ccc(C#Cc2ccccc2)cc1	1	2	1	1	-5	8	2	0.9	1	-9
CN(Cc1nc(-c2cccc(Cl)c2)no1)C1CCOCC1	1	-8	1.1	1.1	-4	-10	-9	1.1	0.9	-5
CCc1nn2cc(C(=O)c3ccccc3O)cnc2c1-c1ccc(F)cc1	1	3	1	0.9	1	22	-7	0.8	0.9	2
CCOc1ccc(C2N(c3cc(C)on3)C(=O)C3CCCN32)cc1OC (configuration not stated)	1	-4	1	1	-3	7	-4	0.9	1	-11
O=C(CSCc1c(Cl)cccc1Cl)NCc1ccccn1	1	12	0.9	0.9	-4	26	-4	0.7	0.8	-8
CC1(C)C=C(c2ccc(C(=O)O)s2)CC(C)(C)N1	1.1	6	0.9	1.2	-8	-1	-5	1	1.2	5
CC(=O)N/N=C(\C)CC(=O)Nc1ccc2c(c1)OCCO2	1	2	1	0.9	-1	9	-2	0.9	0.9	-4
Brc1ccc(N=C(c2ccccc2)c2ccncc2)cc1	1	5	1	1	1	8	-2	0.9	0.9	-8
CC(=O)c1ccc(Sc2nnc(C)s2)c([N+](=O)[O-])c1	1.1	10	0.9	1	-6	8	22	0.9	1.1	-5
CCP(=O)(CC)c1cccc(N)c1	1	7	0.9	1	-2	13	-4	0.9	1	-6
CSc1nc2ccccc2n1CC(=O)Nc1cc(C(F)(F)F)ccc1N1CCOCC1	1	-16	1.2	1	-4	1	-3	1	1	-7
CCOc1cc(C(=O)Nc2ccccc2F)cc(Br)c1OCC	1.1	-13	1.1	0.8	-6	18	-4	0.8	0.9	-2
COc1cc(CNCC(C)C)c(Br)cc1OCC(=O)NCc1ccccc1	1.1	-12	1.1	1.2	-6	-13	96*	1.1	1.2	-8
CCOc1ccc(/C=N/n2c(C)nnc2C)cc1OC	1.1	-2	1	1.1	-7	8	-4	0.9	1.1	-13
Cc1cc(C)cc(-n2c(C)cc(/C=N\NC(=O)COc3cccc4cccnc34)c2C)c1	1.1	19	0.8	0.9	-7	19	1	0.8	0.8	-21
CCN(CC)C(=O)C(C)N(C#N)c1nc(NC(C)C)nc(NC(C)C)n1 (configuration not stated)	1	-2	1	0.9	-3	15	-3	0.8	0.8	-8

Only PMI act, Diaphorase act and PMI act satM6P (2 entries from above):
canonical_smiles | PMI act | Diaphorase act | PMI act satM6P
CC(=O)c1ccc(Sc2nnc(C)s2)c([N+](=O)[O-])c1 | 1.1 | 0.9 | 1
CCN(CC)C(=O)C(C)N(C#N)c1nc(NC(C)C)nc(NC(C)C)n1 (configuration not stated) | 0.8 | 0.8 | 0.9

Additional structures follow:
SMILES	TNAP act hi DEA	bIAP inh	bIAP activator	PMI act satM6P	TNAP inh hi DEA	Diaphorase inh	Lmaj promast	Diaphorase act	PMI act	TNAP inh noacc
Cc1cccc(N=C2NC(=O)/C(=C3/C(=O)N(C)c4ccccc43)S2)c1C	0.9	23	0.8	1	8	18	68*	0.8	1	0
O=C(Cn1c(-c2ccccc2)noc1=O)N1CCC(Cc2ccccc2)CC1	1	11	0.9	0.9	-2	16	39	0.8	0.8	-7
Cc1ccc(C2CC(c3ccc(Cl)cc3)n3nc(N)nc3N2)cc1 (configuration not stated)	1	7	0.9	0.9	-2	4	4	1	1	1
O=C(CCc1nnc(CCc2ccccc2)o1)N1CCCCC1CCn1cccn1 (configuration not stated)	1.1	-3	1	nt	-5	nt	-6	nt	nt	-7
Nc1ccc(C(=O)Nc2ccc(OC(F)(F)C(F)F)c(NC(=O)c3ccc(N)cc3)c2)cc1	1	19	0.8	0.8	0	14	6	0.9	0.8	-12
CCn1c(SCC(O)c2ccccc2)nnc1-c1ccccc1 (configuration not stated)	1	12	0.9	1	2	4	-7	1	0.9	-12
Cc1ccc(S(=O)(=O)N2CCN(C)CC2)c(C)c1N(C)S(=O)(=O)c1ccc(Cl)cc1	1	-5	1	1	-5	18	37	0.8	0.9	-6
CC(=O)c1sc(NC(=O)c2ccc(C)cc2)nc1C	1	2	1	1.1	-3	-8	-4	1.1	1	-9
CC(C)(C)C1CCC(OC(=O)c2cncc(Br)c2)CC1 (configuration not stated)	1	-16	1.2	1	-2	0	-1	1	1.1	-6
CS(=O)(=O)N(CC(=O)N/N=C/c1ccc(OCC(=O)N2CCOCC2)cc1)c1ccccc1Cl	1	-2	1	1	-1	14	41	0.9	1	-17

PMI act satM6P, what is marked active above.
SMILES	TNAP act hi DEA	bIAP inh	bIAP activator	PMI act satM6P	TNAP inh hi DEA	PMI act	TNAP inh noacc
O=C1OCC(c2ccccc2)=C1c1ccc(S(=O)(=O)N2CCOCC2)s1	1.1	5	1	2*	-12	1.3	-159

More structures.
SMILES	TNAP act hi DEA	bIAP inh	bIAP activator	PMI act satM6P	TNAP inh hi DEA	Diaphorase inh	Lmaj promast	Diaphorase act	PMI act	TNAP inh noacc
COc1ccc(-c2csc(N3C(=O)C4C5c6ccccc6C(c6ccccc65)[C@@H]4C3=O)n2)cc1 (some centres not stated)	1.1	7	0.9	1	-8	19	-4	0.8	1	-9
O=C(NCC1CCCO1)c1cc([N+](=O)[O-])ccc1Cl (configuration not stated)	1	0	1	1	-4	13	0	0.9	1.1	-11
Cc1cccc(N(CC(=O)NC(C)C)C(=O)c2ccc(N3CCCC3)nc2)c1	1	1	1	1.1	-2	5	2	0.9	1.1	-8
Cn1c(/C(C#N)=C(\O)c2ccc(S(=O)(=O)N3CCCCC3)cc2)nc2ccccc21	1	8	0.9	1.1	-4	6	16	0.9	1	-8
CN1CCN(C(=O)c2cnn(-c3ccccc3)c2NC(=O)c2ccccc2F)CC1	1.1	-7	1.1	1.1	-8	-7	-9	1.1	1	-11
CC1=Nc2ccccc2NC(=O)C1Sc1nnc(C)s1 (configuration not stated)	1	11	0.9	1	1	16	-8	0.8	1	1
Cc1cnc(NC(=O)CSc2nnc(-c3ccccc3)o2)s1	1	2	1	0.9	0	5	5	1	1	-5
CCOC(=O)Cc1c(C)nc2c(-c3ccccc3)c[nH]n2c1=O	1	-4	1	1	2	-3	-6	1	1	-3
O=C(NCCc1c[nH]c2ccccc12)C(=O)NCC1OCCCN1S(=O)(=O)c1cccs1 (configuration not stated)	1	-2	1	1	-4	13	27	0.9	0.9	-10
Cn1c(-c2cccc(Br)c2)cnc1NCc1cccnc1	1	-17	1.2	1	-3	-5	97*	1.1	1	-8
COc1ccc(C2=NN(C(N)=S)C(c3ccco3)C2)cc1 (configuration not stated)	1	9	0.9	0.6	2	20	23	0.8	0.8	-4

Four of the compounds above, in CSV form:
canonical_smiles,TNAP act hi DEA,bIAP inh,bIAP activator,PMI act satM6P,TNAP inh hi DEA,Diaphorase inh,Lmaj promast,Diaphorase act,PMI act,TNAP inh noacc
CC1=Nc2ccccc2NC(=O)C1Sc1nnc(C)s1 (configuration not stated),1,11,0.9,1,1,16,-8,0.8,1,1
Cc1cnc(NC(=O)CSc2nnc(-c3ccccc3)o2)s1,1,2,1,0.9,0,5,5,1,1,-5
CCOC(=O)Cc1c(C)nc2c(-c3ccccc3)c[nH]n2c1=O,1,-4,1,1,2,-3,-6,1,1,-3
O=C(NCCc1c[nH]c2ccccc12)C(=O)NCC1OCCCN1S(=O)(=O)c1cccs1 (configuration not stated),1,-2,1,1,-4,13,27,0.9,0.9,-10

Copied from the list:
Reading for O=S1(=O)CCC(NC(=S)NC2CCS(=O)(=O)C2)C1 (configuration not stated) in PMI act satM6P: 1.1
Reading for CCOc1cc(C(=O)Nc2ccccc2F)cc(Br)c1OCC in Lmaj promast: -4

Compound activity deposited in PubChem BioAssay by several laboratories.
